# Screening results: PubChem BioAssay, National Center for Advancing Translational Sciences (NCATS)
# BAZ2B block = qHTS Assay for Inhibitors of BAZ2B | Potency, µM (highest dose often 114 µM), for inactives: top-dose activity change, negative = inhibition, most hits filed as inhibitors | AlphaScreen BAZ2B-H3K14Ac peptide displacement | AID 504333, 2011 | 4.4% of 360,000 active | Bromodomain adjacent to zinc finger domain protein 2B (Homo sapiens), Q9UIF8; note: potency is the fitted concentration of half-maximal effect; % is set by controls: 0 for no effect and ±100 for the full control effect; nearly all actives have a fitted effect of over 60% in size
#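 AlphaScreen luminescence quantifies BAZ2B engagement of H3K14Ac peptide; the protein and biotinylated peptide are both at 50 nM final, buffer PBS pH 7.4 with 0.01% Tween-20, all steps at room temperature.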
# 12-LOX inh = Primary qHTS assay for inhibitors of human arachidonate 12S-lipoxygenase (ALOX12): Round 2 | Polyunsaturated fatty acid lipoxygenase ALOX12 (Homo sapiens), P18054 | purified 12hLO, xylenol orange hydroperoxide absorbance | Potency, µM (top dose mostly 108 µM), inactives show at the top dose activity change, negative = inhibition, actives largely listed as inhibitors | 1.1% of 580,000 active; note: potency is the fitted concentration of half-maximal effect; % is set by controls: 0 for no effect and ±100 for the full control effect
# Target sequence (P18054 whole entry, looked up): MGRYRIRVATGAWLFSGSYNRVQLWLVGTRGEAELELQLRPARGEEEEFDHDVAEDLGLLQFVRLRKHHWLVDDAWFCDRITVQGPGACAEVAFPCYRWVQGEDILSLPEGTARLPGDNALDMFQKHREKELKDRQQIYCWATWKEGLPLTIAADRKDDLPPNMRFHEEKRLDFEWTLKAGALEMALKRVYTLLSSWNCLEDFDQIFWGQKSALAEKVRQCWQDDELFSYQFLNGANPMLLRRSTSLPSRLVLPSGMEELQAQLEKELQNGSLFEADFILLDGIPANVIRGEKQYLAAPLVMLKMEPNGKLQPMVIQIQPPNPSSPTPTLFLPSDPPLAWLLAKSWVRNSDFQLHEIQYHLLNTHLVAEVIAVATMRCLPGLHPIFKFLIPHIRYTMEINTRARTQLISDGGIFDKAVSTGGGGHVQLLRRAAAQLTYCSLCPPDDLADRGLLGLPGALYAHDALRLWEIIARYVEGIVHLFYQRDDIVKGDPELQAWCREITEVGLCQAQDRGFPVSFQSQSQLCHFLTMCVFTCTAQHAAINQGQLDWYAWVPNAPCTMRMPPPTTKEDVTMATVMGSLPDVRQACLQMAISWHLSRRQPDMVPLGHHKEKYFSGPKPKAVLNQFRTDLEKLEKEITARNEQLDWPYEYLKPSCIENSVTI
#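 Purified human 12hLO (150 nM final) in 25 mM Hepes, 0.01% Triton X-100, pH 7.0 was preincubated 15 min at room temperature with compound. Then 40 uM arachidonic acid was added, 30 min. Hydroperoxide was read by Fe-XO absorbance ratio 573/405 nm.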
# ERG-DNA inh = qHTS for Small Molecule Inhibitors of the ERG Ets/DNA interaction. Transcriptional regulator ERG (Homo sapiens), P11308. fluorescence polarization, His-ERG Ets domain / labelled DNA. Potency, µM (highest dose often 76.9 µM), for inactives: top-dose FP activity, negative = inhibition, most hits filed as inhibitors. 0.028% of 370,000 active. AID 624246, 2012; active = well fitted inhibition curve with a large enough effect in the polarisation, with a control signal flat; inconclusive = small, poorly fitted or top-dose-only effect, or effect the other way, or a change in a side signal; inactive = no such curve, though single readings can be large or run the other way; the % refers to the polarisation;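 note: polarization taken with two DNA probes labelled with fluorescein and Texas red; potency is the fitted concentration of half-maximal effect; % of control where 0% means no effect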
#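 His-tagged ERG Ets domain (1 uM in the protein solution; 300mM KCl, 50mM Tris-HCl, 1mM EDTA, 1mM DTT, pH 7.5) received compound, then a probe mix of 5 nM fluorescein-DNA and 100nM Texas-615-DNA. Fluorescence polarization was read for both dyes.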
# G9a block = qHTS Assay for Inhibitors of Histone Lysine Methyltransferase G9a; G9a H3K9 monomethylation, AlphaScreen, 2 h; Potency, µM (top dose mostly 102 µM), without a hit: at the top dose activity, negative = inhibition, actives largely listed as inhibitors; 8.8% of 350,000 active; AID 504332, 2011; note: potency is the fitted concentration of half-maximal effect; % is set by controls: 0 for no effect and ±100 for the full control effect; nearly all actives have a fitted effect of over 75% in size
#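 Step 1: enzyme (final 20 nM) with compound, 15 min RT. Step 2: substrate peptide 500 nM and SAM 20 uM, 2 h RT. Step 3: anti-H3K9me1 antibody and AlphaScreen beads, 10 min, then plate read.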
# PI4K2A inh = qHTS for small molecular inhibitors of PI4K2A; Phosphatidylinositol 4-kinase type 2-alpha (Homo sapiens), Q9BTU6; purified PI4K2A, ADP-Glo luminescence, 1 h; stronger effect = lower value; activity change, negative = inhibition, % at 76.9 µM; 0.13% of 420,000 active; AID 1346378, 2018; in the data active = activity change below about -50%; inconclusive = mostly about -30% to -49%;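 note: -100% = wells without enzyme as full effect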
#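 ADP-Glo luminescence measured ADP generated by PI4K2A enzyme (4 ug/mL before mixing) with 1.2 mM PI substrate (pre-mix) and 300 microM ATP (pre-mix). Tris pH7.5 buffer with MgCl2, Triton X-100; 1 h reaction at ambient temperature.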
# HP1b binding inh = HTS for Inhibitors of HP1-beta Chromodomain Interactions with Methylated Histone Tails | Chromobox protein homolog 1 (Homo sapiens), P83916 | AlphaScreen HP1-beta / biotin-H3K9me3 peptide binding | Potency, µM (top dose mostly 114 µM), for the others: at the top dose activity change, negative = inhibition, hits mostly inhibitors | 0.56% of 390,000 active | AID 540317, 2011; note: potency is the fitted concentration of half-maximal effect; nearly all actives have a fitted effect of over 70% in size; inactives centre near 23
# Target sequence (P83916 whole entry, looked up): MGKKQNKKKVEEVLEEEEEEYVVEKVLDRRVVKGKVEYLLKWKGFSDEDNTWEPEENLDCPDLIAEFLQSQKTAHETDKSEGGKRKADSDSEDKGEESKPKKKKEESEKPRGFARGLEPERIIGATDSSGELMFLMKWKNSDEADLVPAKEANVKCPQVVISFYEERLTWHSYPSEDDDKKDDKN
#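 Compound inhibition of the preformed complex between 50 nM HP1-beta and 50 nM biotinylated H3K9me3 peptide was read by AlphaScreen. Buffer was PBS pH 7.4 with 0.01% Tween-20. Incubations ran 30 min at room temperature, with 10 ug/mL donor/acceptor beads.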
# JMJD2A Tudor inh = qHTS Assay for Inhibitors of JMJD2A-Tudor Domain | Potency, µM (highest dose often 114 µM), inactives show top-dose activity change, negative = inhibition, usual class: inhibitors | AlphaScreen JMJD2A-Tudor / H3K4me3 peptide binding | 4.4% of 390,000 active | Lysine-specific demethylase 4A (Homo sapiens), O75164; note: potency is the fitted concentration of half-maximal effect; % is set by controls: 0 for no effect and ±100 for the full control effect; nearly all actives have a fitted effect of over 50% in size
# RGS4 inhibitor = Inhibitors of Regulator of G Protein Signaling (RGS) 4: qHTS; Regulator of G-protein signaling 4 (Homo sapiens), P49798; Transcreener GDP fluorescence polarization, RGS4-accelerated GTP hydrolysis; Potency, µM (doses to about 114 µM), for inactives: top-dose activity change, negative = inhibition, most hits filed as inhibitors; 0.039% of 390,000 active; AID 504845, 2011; note: potency is the fitted concentration of half-maximal effect; % is set by controls: 0 for no effect and ±100 for the full control effect; nearly all actives have a fitted effect of over 75% in size; some results filed as inactive show a strong effect at the top dose
# Target sequence (P49798 whole entry, looked up): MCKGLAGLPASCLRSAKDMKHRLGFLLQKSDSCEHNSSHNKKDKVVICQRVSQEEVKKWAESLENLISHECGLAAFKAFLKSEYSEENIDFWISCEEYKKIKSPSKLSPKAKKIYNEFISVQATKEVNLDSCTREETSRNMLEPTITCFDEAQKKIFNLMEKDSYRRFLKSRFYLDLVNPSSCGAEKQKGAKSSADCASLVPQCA
#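 MLSMR compounds (23 nl, pin-transferred) preincubated 10 min at room temperature with a 500nM (2x) first reagent, then RGS4 at 900nM (2x) plus Transcreener GDP mix added; fluorescence polarization (620/688 nm) read before and after 90 min at 30 °C.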
# GLS inh = qHTS for Inhibitors of Glutaminase (GLS); Glutaminase kidney isoform, mitochondrial (Homo sapiens), O94925; GLS enzymatic activity, qHTS titration; Potency, µM (top dose mostly 45.5 µM), inactives show top-dose activity change, negative = inhibition, most hits filed as inhibitors; 0.21% of 410,000 active; AID 624170, 2012; note: potency is the fitted concentration of half-maximal effect; % is set by controls: 0 for no effect and ±100 for the full control effect
#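 hKGA in 45 mM KH2PO4 (pH 8.2), 0.02% Tween-20 with compound, then 1mM L-Glutamine (stock as added) plus glutamate oxidase/HRP/Amplex red coupling mix. Fluorescence read initially and after 30 min at RT; signal change reflects glutamate formation.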
# * hit, by the source's call; i = inactive; ? = inconclusive; / = no result given; & = joins results of further samples; ! = not active in a repeat; [ ] = dose if it differs, or a comment. Unless noted, calls come from the whole dose curve; as a rule, active = well fitted curve in the direction sought with a large enough effect; inconclusive = small, poorly fitted or top-dose-only effect, or another doubt; inactive = no such curve, though single readings can be large; an effect the other way counts as inactive or inconclusive. These rows are one share of the data. The share of hits here may be higher or lower than overall.
SMILES,BAZ2B block,12-LOX inh,ERG-DNA inh,G9a block,PI4K2A inh,HP1b binding inh,JMJD2A Tudor inh,RGS4 inhibitor,GLS inh
O=C1NC2NC(=O)N([N+](=O)[O-])C2N1 (centres undefined),-39%,-3%,-25%,-15%,1,36%,-21%,14%,0%
CNC(C(=O)c1ccccc1)C(OC(C)=O)c1cccc([N+](=O)[O-])c1 (centres undefined),-24%,0%,2%,50µM*,-1,6%,-35%,7%,4%
CC[N+](C)(C)c1cccc(O)c1,5%,-15%,10%,-12%[59 µM],0&0&-1,36%,-1%,-3%[56.9 µM],1%
O=C(COc1ccccc1[N+](=O)[O-])N1CCN(CCc2ccccn2)CC1,-4%,-18%,-3%,7%[59 µM],3,19%,-12%,9%,12%
COc1cccc(CNC(=O)CSc2ccc(-c3ccco3)nn2)c1,?,-7%,-1%,28µM*,-4,21%,-23%,-9%,-8%
CCN(CC)C(=O)c1ccc(NC(=O)c2cccc(S(=O)(=O)N3CCN(Cc4ccccc4)CC3)c2)cc1,-10%,-2%,-10%,10%[12.7 µM],5,-11%,-34%,5%,1%
Cc1[nH]c2ccccc2c1CCNCc1cccnc1,?,?,2%,?,-5,24%,-31%,3%,11%
COC(=O)C1=C(c2ccc(S(C)(=O)=O)cc2)C[C@@H]2CC[C@H]1N2C(=O)NCc1ccccc1,/,20%,5%,/,0,37%[activator],-9%,7%,0%
CC(=O)c1c(COC(=O)c2cccnc2)nc2ccccc2[n+]1[O-],5%,7%,-3%,10µM*,-6,28%,-9%,1%,-2%
COc1ccc(-c2nn3c(=O)cc(CN4CCN(C(=O)COc5ccc(F)cc5)CC4)nc3s2)cc1,4%,-10%,0%,27%[59 µM],0,18%[57 µM],-8%,12%,4%
COc1cc(CC2C(=O)N(C)C(=O)N(C)C2=O)ccc1OCc1ccccc1,-6%,-8%,-1%,-23%[59 µM],-5,1%,-17%,-19%,2%
Cc1nn(Cc2ccccc2Cl)c(C)c1C(=O)NC1CCCc2ccccc21 (centres undefined),-1%,4%,6%,9%[59 µM],-5,25%,1%,-5%,6%
CC(C)OC(=O)c1c(N)n(CC2CCCO2)c2nc3ccccc3nc12 (centres undefined),11%,0%,-15%,20%[59 µM],-2,41%[activator],3%[57.1 µM],-9%[11.4 µM],-7%
N#CC(C#N)=Cc1ccc(N2CCOCC2)cc1,-9%,-3%,2%,-2%[12.7 µM],20,42%[activator],-15%[11.4 µM],-15%[11.4 µM],3%
CC(C)N1OC2CC1c1nc3ccccc3n1C2 (centres undefined),16%,9%,-23%,2%[59 µM],5,37%,-6%,-14%,-18%
CCC1=Nc2cc(C(=O)N3CCC4(CC3)OCCO4)ccc2Sc2ccc(Br)cc21,?,-1%,7%,-10%,1,1%,-31%,-7%,-5%
CN1CCc2c([nH]c3ccccc23)C1,-23%,22%,4%,17%[12.7 µM],7,46%[activator],-14%,1%,4%
CC(=O)O[C@H]1CC[C@@]2(C)C(=CC(=O)C3C2CC[C@@]2(C)C3C[C@H](OC(C)=O)[C@@H]2OC(C)=O)C1 (some centres undefined),/,13%,-4%,/,4,6%[57 µM],-25%,-29%,1%
CCn1ccnc1CN1CCCC(C(=O)c2cc(C)c(OC)c(C)c2)C1 (centres undefined),?,-8%,-6%,/,8,31%,-14%,1%,-4%
COC(=O)C1=C(c2cccc(OCc3ccccc3)c2)C[C@@H]2CC[C@H]1N2C(=O)NCc1ccc(Cl)cc1,6%,-22%,-2%,-3%[2.33 µM],0,42%[activator],-19%,8%,-6%
COc1ccc(-n2c(/C=C/c3cccc(F)c3)nc3ccccc3c2=O)cc1Cl,1%,8%,2%,-5%[59 µM],1,24%,-3%,-1%,-5%
CC1CCN(CCc2nc3ccccc3[nH]2)CC1,0%,45%[activator],10%,4%,-2,-20%,-22%,-12%,-13%
CCS(=O)(=O)N1N=C(c2cccc(NS(C)(=O)=O)c2)CC1c1ccccc1 (centres undefined),/,-8%,32%[activator],-40%,1,39%,-12%,4%,-2%
O=C(NC1CN2CCC1CC2)c1cc(Cl)c([N+](=O)[O-])c2nc[nH]c12 (centres undefined),6%,1%,-1%,4%[59 µM],4,11%,-16%,14%,2%
CCCCn1c(NC(=O)c2ccco2)c(C(=O)OCC)c2nc3ccccc3nc21,9%,?,/,?,?,55%[activator],-17%,?,-8%
CCc1cc2c(s1)NC(=O)CN=C2c1cccs1,-23%,0%,-5%,18%,3,8%,-21%,6%,7%
COCCOC(=O)c1c(C)oc2ccc(OC(=O)N(C)C)cc12,8%,1%,0%,11%[2.33 µM],0,17%,-15%,-11%,2%
Nc1ccccc1C(=O)OCC(=O)c1ccc2c(c1)OCCO2,-23%,-1%,4%,?,?,31%,-2%,-10%,3%
CNC(=S)N1CCN(CCN=Cc2c(O)n(-c3ccc(C)cc3)c(=S)[nH]c2=O)CC1,-15%,28%,2%,22%,0,31%,-26%,7%,-6%
Cn1c(O)c(C=Nc2ccc(Br)cc2)c(=O)n(C)c1=O,-5%,21%,1%,-8%,4,25%,-14%,1%,1%
CC(C)(C)N(NC(=O)c1ccccc1)C(=O)c1ccccc1,5%,3%,-4%,11%,4,8%,-7%,8%,-1%
CCOC(=O)[C@]12Cc3cc(OC)ccc3[C@H]1N(Cc1ccccc1)C(=O)c1ccccc12,/,3%,1%,/,-2,38%,-12%,-2%,-3%
CC(C)=CCSc1nnc([C@@H](N)Cc2c[nH]c3ccccc23)o1,-8%,-13%&-13%,-4%,3.5µM*,5,?,?,-12%,19%
O=C1NCCOC(=O)[C@@H](Cc2ccc(F)cc2)CC/C=C/C[C@@H]1CC(=O)N(CCO)Cc1ccccc1,/,-1%,-5%,/,-2,15%,-3%,-2%,3%
N#CCC(=O)NN1Cc2ccccc2C1=N,-9%,3%,0%,-2%[59 µM],-3,39%,-7%,-3%,1%
Cc1ccc(-n2c(O)c(/C=N/N3CCCCCC3)c(=O)[nH]c2=O)cc1C,-4%,0%,1%,?,-1,5%,-12%,9%,0%
Cc1ccc2nc(N3CCC(C(=O)N4CCC5(CC4)OCCO5)CC3)sc2c1,1%,6%,-1%,-46%,6,13%,-22%,9%,7%
Cc1cc(C(=O)OCC(=O)NC(=O)c2cccn2C)c2ccccc2n1,18%,-6%,-20%,?,-14,13%,11%,-17%,-3%
CN1C(=O)c2ccccc2NC(=O)C1Cc1ccccc1 (centres undefined),-3%,-4%,-6%,15%[59 µM],-3,35%,-10%,-1%,-4%
COc1cc(C2NCc3ccccc3-n3cccc32)ccc1O (centres undefined),-32%,?,0%,-14%[59 µM],3,-3%,-28%,1%,28%
OC(CCNCCc1c[nH]c2ccccc12)C(F)(F)F (centres undefined),-9%,54%[activator],5%,5%,-9,32%,-3%,-24%,-29%
CCn1cc(C(=O)O)c(=O)c2cc(F)c(N3CCNCC3)cc21,-8%,?,/,8.9µM*!,-2,/,/,/,-3%
COc1ccccc1N1CCN(Cc2ccccc2)CC1,35µM*,?,-5%,7%[0.501 µM],1,?,20µM*,3%,13%
COc1ccc2nc(/N=C/c3c(O)n(-c4cccc(Cl)c4)c(=O)[nH]c3=O)sc2c1,-10%,-10%,10%,/,-3,22%,?,-17%,41%[activator]
CC12CC(=O)C3C(CCC4CC=CCC43C)C1CCC2=O (centres undefined),/,1%,/,/,-4,35%[activator],-10%,-17%,0%
NCCNCCNCCNCCN,/,10%[6.33 µM],/,56%[activator][59 µM],i,/,/,/,-8%
c1cncc(C2Nc3cccc4cccc(c34)N2)c1,?,?,-4%,11µM*!,-1,?,?,?,20%
COC(=O)CCCNC(=O)CN1CC(c2ccccc2)CC1=O (centres undefined),10%,71%[activator],-3%,-5%,-6,37%,-11%,?,6%
COc1ccc(-c2cc(-c3ccccc3)[n+](C)c(-c3ccccc3)c2)cc1,0%,40%[activator],7%,8%,-1,-16%,-13%,7%,-1%
COc1ccc(/C=N\N=C(N)N)cc1,-1%,13%,-23%,-7%,4,24%,-5%[11.4 µM],-7%,1%

# Single records, from the list above:
# COc1ccc(-c2cc(-c3ccccc3)[n+](C)c(-c3ccccc3)c2)cc1 is listed as BAZ2B block: 0%; 12-LOX inh: 40%[activator]; ERG-DNA inh: 7%; G9a block: 8%; PI4K2A inh: -1; HP1b binding inh: -16%; JMJD2A Tudor inh: -13%; RGS4 inhibitor: 7%; GLS inh: -1%
# c1cncc(C2Nc3cccc4cccc(c34)N2)c1 is listed as BAZ2B block: ?; 12-LOX inh: ?; ERG-DNA inh: -4%; G9a block: 11µM*!; PI4K2A inh: -1; HP1b binding inh: ?; JMJD2A Tudor inh: ?; RGS4 inhibitor: ?; GLS inh: 20%
